Screening data (PubChem BioAssay)
USP1-UAF1 inh: USP1/UAF1 (human) deubiquitinase inhibition. O94782. recombinant USP1/UAF1, Ub-Rhodamine cleavage fluorescence. Potency, µM (highest dose often 57.1 µM), for inactives: at the highest dose activity change, negative = inhibition, usual class: inhibitors. 390,000 compounds, 0.23% hits. AID 743255; also: potency is read from the fitted curve at half-maximal effect; % is scaled to controls: 0 for no effect and ±100 for the full control effect; nearly all actives have a fitted effect of over 60% in size; inactives centre near -12
Target sequence (O94782 whole entry, looked up): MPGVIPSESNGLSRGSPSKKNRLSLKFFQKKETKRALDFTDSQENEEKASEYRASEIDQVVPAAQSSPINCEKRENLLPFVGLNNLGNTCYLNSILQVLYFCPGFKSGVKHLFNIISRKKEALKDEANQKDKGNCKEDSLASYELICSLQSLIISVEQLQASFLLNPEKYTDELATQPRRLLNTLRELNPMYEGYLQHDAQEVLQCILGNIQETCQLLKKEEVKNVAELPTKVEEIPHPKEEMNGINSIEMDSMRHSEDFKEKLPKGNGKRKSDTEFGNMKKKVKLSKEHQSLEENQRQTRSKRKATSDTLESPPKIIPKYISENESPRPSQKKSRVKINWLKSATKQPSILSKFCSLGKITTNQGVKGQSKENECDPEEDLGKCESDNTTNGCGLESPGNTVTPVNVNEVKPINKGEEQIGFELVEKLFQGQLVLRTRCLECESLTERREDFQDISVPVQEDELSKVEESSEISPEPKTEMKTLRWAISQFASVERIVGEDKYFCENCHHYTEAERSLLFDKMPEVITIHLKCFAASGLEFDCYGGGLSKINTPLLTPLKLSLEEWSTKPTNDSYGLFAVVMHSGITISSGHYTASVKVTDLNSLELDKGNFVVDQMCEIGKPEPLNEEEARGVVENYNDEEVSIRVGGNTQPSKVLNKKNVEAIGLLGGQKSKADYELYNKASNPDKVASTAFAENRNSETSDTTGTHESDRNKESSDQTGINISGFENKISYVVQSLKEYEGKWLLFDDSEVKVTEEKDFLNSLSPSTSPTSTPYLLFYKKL
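High-throughput fluorogenic screen: 1nM USP1/UAF1 complex, Ub-Rho substrate 150nM final, 50mM HEPES pH 7.8 with 0.5mM EDTA, 0.1 mg/ml BSA, 1mM TCEP and 0.01% Tween-20.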
TRHR enhancer: TRH receptor (human) allosteric enhancement; enhancement, % at 2 µM; TRHR cells, fluo-8 calcium fluorescence, EC20 TRH enhancement; P34981; 360,000 compounds, 0.66% hits; in the data active = enhancement above about 30%; also: 0% is about no effect
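TRHR-expressing cells loaded with fluo-8 calcium dye were read kinetically (ex 480/em 530) during compound addition, then stimulated with an EC20 of TRH (10 nM final). Enhancement of the Gq-mediated intracellular calcium response was scored.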
TrxR1 substrate: is turned over as a substrate by rat TrxR1 | AID 588456 | Potency, µM (highest dose often 114 µM), for the others: top-dose activity change, negative = substrate turnover | O89049 | 390,000 compounds, 0.01% hits | purified TrxR1 substrate turnover, NADPH consumption readout; also: potency is read from the fitted curve at half-maximal effect; % is scaled to controls: 0 for no effect and ±100 for the full control effect; nearly all actives have a fitted effect of over 50% in size
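Rat TrxR1, dispensed at 90 nM, was prereduced with 400 uM NADPH (final) for 5 min at ~22 deg C, then incubated with compound 15 min before 400 uM selenite. A first-read NADPH fluorescence drop versus no-compound background flagged substrates.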
TrxR1 inh: rat TrxR1 inhibition. O89049. recombinant rTrxR1, NADPH fluorescence consumption, selenite substrate. Potency, µM (highest dose often 114 µM), for the others: at the top dose activity change, negative = inhibition, actives largely listed as inhibitors. 390,000 compounds, 1% hits. AID 588453; also: potency is read from the fitted curve at half-maximal effect; % is scaled to controls: 0 for no effect and ±100 for the full control effect; nearly all actives have a fitted effect of over 65% in size
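Rat TrxR1 (90 nM in the dispensed reagent) was pre-reduced with 400 uM NADPH for 5 min at room temperature, then incubated with compound for 15 min. After 400 uM selenite was added, NADPH fluorescence (Ex 340/Em 450 nm) was followed for 8 min.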
TRHR agonist: activates the human TRH receptor; P34981; activation, % at 2 µM; TRHR cells, calcium flux fluo-8, FDSS agonist mode; AID 493084; 360,000 compounds, 0.18% hits; in the data active = activation above about 30%; also: 0% is about no effect
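Agonist-mode FDSS calcium read (Ex 480/Em 530, 1 s cycles) in 1536-well TRHR cells with fluo-8 dye, after 10-cycle baseline and 23 nL compound addition; TRH at EC20 (10 nM final) added afterwards for the enhancer phase.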
mIDH1 inhibitor: inhibitors of human mutant IDH1 R132H; Potency, µM (series often up to 76.6 µM), for the others: at the top dose activity change, negative = inhibition, usual class: inhibitors; 390,000 compounds, 0.093% hits; IDH1-R132H enzyme, NADPH consumption, diaphorase/resazurin fluorescence; O75874; also: potency is read from the fitted curve at half-maximal effect; % is scaled to controls: 0 for no effect and ±100 for the full control effect; nearly all actives have a fitted effect of over 65% in size
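IDH1-R132H (0.5 ug/mL) preincubated 30 min with compound, then NADPH (0.016 mM) and alpha-KG (2 mM) added; 80 min at RT, pH 7.5. Remaining NADPH coupled via diaphorase/resazurin to fluorescence (540/590 nm); concentration-response curves normalized to no-enzyme control.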
D2 ag: activates the human D2 dopamine receptor; 340,000 compounds, 0.53% hits; AID 485358; activation, % at 2 µM; P14416; HEK293 T-REx D2 cells, calcium flux agonist mode;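 active = activation over 3 SD above normal in the single-dose calcium agonist read, cut at about 30% in these data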; also: 0% is about no effect
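Tetracycline-induced HEK293 Trex cells with D2 receptor force-coupled to calcium signaling, plated overnight at 30 C and loaded with no-wash calcium dye. Calcium flux read kinetically for 180 s after compound addition; responses flag agonists.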
PI4K2A block: blocks human PI4K2A kinase activity; Q9BTU6; purified PI4K2A, ADP-Glo luminescence, 1 h; active compounds read low; activity change, negative = inhibition, % at 76.9 µM; 420,000 compounds, 0.13% hits; in the data active = activity change below about -50%; inconclusive = mostly about -30% to -49%;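 also: -100% = wells without enzyme as full effect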
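PI4K2A activity was measured by ADP-Glo luminescence: enzyme (4 ug/mL stock) and phosphatidylinositol (1.2 mM stock) in Tris pH 7.5/MgCl2/EGTA/Triton X-100 buffer were reacted with ATP (300 microM stock) for one hour at ambient temperature.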
D2 antagonist: D2 dopamine receptor (human) antagonism | HEK293 TREx D2 cells, calcium flux, dopamine EC80 | AID 485344 | inhibition, % at 10 µM | P14416 | 340,000 compounds, 2% hits; in the data active = inhibition above about 30%; also: 0% is about no effect
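Cells plated overnight at 30 C with tetracycline; no-wash calcium dye, 30–90 min RT; 10 s baseline; compound pinned; 180 s read; EC80 dopamine added; another 180 s read.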
An asterisk follows results filed as active; ? = inconclusive; nt = no result given; & = joins results of further samples; [ ] = remark or other dose. Unless noted, calls follow the shape of the dose curve; as a rule, active = well fitted inhibition curve with a large enough effect; inconclusive = small, poorly fitted or top-dose-only effect; inactive = no such curve, though single readings can be large or run the other way. An unsorted share of the library; any-hit rate near 3.9%.

SMILES	USP1-UAF1 inh	TRHR enhancer	TrxR1 substrate	TrxR1 inh	TRHR agonist	mIDH1 inhibitor	D2 ag	PI4K2A block	D2 antagonist
Cc1cccc(N(C(=O)CNC(=O)c2cccs2)C(C(=O)NC2CCCC2)c2ccncc2)c1 (configuration not stated)	-14.0%	-1.1	-3.0%	11.7%	-0.5	5.7%	0.3	-2.8	8.7
COC(=O)c1ccc(CN2C(=O)NC3(CCC(C)CC3)C2=O)cc1 (configuration not stated)	-12.1%	5.2	5.9%[57.1 µM]	6.3%[57.1 µM]	1.6	2.1%	1.8	329.6	15.0
CCN(CC)CCCNC(=O)CCc1c(C)nc2c(c1C)c(=O)n(C)c(=O)n2C	?	0.2	16.3%	13.1%	0.1	-1.9%	0.0	1.0	nt
COc1ccc(N(C)C(=O)C2CCCN2S(=O)(=O)c2cccc3nsnc23)c(OC)c1 (configuration not stated)	-18.2%	0.1	3.1%	19.4%	-0.3	-1.2%	3.2	-6.4	-4.0
O=C(c1ccccc1)c1ccc2nc(Nc3ccccc3Cl)c3nncn3c2c1	-1.0%	1.8	5.4%[57.1 µM]	19.9%[57.1 µM]	-0.1	-4.5%	-1.1	0.3	nt
COc1ccc(CCNC(=O)C2CCCCC2C(=O)O)cc1OC (configuration not stated)	nt	-0.2	nt	nt	-0.2	nt	-0.3	nt	-0.8
CCOC(=O)Cc1c(C)nc2c(-c3ccccc3)c(C)nn2c1C	-4.7%	3.1	-5.3%	-3.8%	-0.3	2.7%	nt	1.0	nt
O=C(CCC1CCCCC1)Nc1ncn[nH]1	-24.1%	23.7	14.4%	38.2%[activator]	0.2	2.8%	-0.1	9.2	2.7
O=c1[nH]c2cccnc2n1Cc1ccccc1	-24.2%	2.0	-2.7%	2.9%	0.2	-1.1%	0.0	-6.2	5.0
O=C(Cc1ccccc1)Nc1ccc(C(=O)Nc2ccccc2C(=O)O)cc1	-15.3%	3.3	-0.3%	22.0%	0.0	14.6%	-0.7	-4.9	-7.9
CC(=O)Nc1ccc(C(=O)Nc2ccc(S(=O)(=O)N3CCCCC3)cc2)cc1	-16.0%	-2.4	1.3%	15.8%	0.3	3.2%	0.4	-0.3	-12.3
COc1cccc(CNC(=O)c2cnc(N3CCCC3)nc2C)c1	-25.3%	2.6	1.8%[57.1 µM]	13.6%[57.1 µM]	0.4	nt	nt	-7.3	nt
CCOc1cc(C2C(C(=O)N3CCOCC3)=C(C)NC3=C2C(=O)CCC3)ccc1O (configuration not stated)	-2.8%	1.3	6.4%	-7.1%	0.5	-0.2%	0.7	-0.9	5.1
COc1ccccc1C=NNC(=O)c1ccccc1OCCOc1ccccc1	?	nt	-1.9%	7.5%	nt	9.8%	nt	6.0	nt
OCCSc1c(F)c(SCCO)c(SCCO)c(F)c1SCCO	-3.0%	11.3	1.5%	17.0%	0.5	1.5%	0.0	7.0	1.8
CCOC(=O)c1c(N/N=C/c2ccncc2)n[nH]c1C	-4.4%	6.4	-2.4%[57.1 µM]	18.1%[57.1 µM]	0.6	9.8%	-2.8	2.5	-6.4
CC(C)(C)Nc1nc(N)nc(Cl)n1	-21.0%	0.0	-1.8%[57.1 µM]	0.9%[57.1 µM]	1.3	-5.2%	0.6	-3.8	5.1
O=C(NCCNS(=O)(=O)c1ccc(C(F)(F)F)cc1)N1CCOCC1	-22.1%	0.5	-1.0%	1.8%	-2.7	0.0%	-1.5	3.6	10.4
O=C(Cc1cccc(NC(=O)C2CCCN(C(=O)C3CCCC3)C2)c1)Nc1ccc(C(=O)N2CCCCC2)cc1 (configuration not stated)	0.2%	nt	-1.4%	8.2%	nt	-19.5%	nt	2.8	nt
Clc1ccccc1-c1nnc2sc(-c3ccc4c(c3)OCO4)nn12	-8.1%	-2.0	9.4%	2.5%	-1.6	-4.9%	0.2	-2.2	8.5
COc1cccc(C(=O)C2CCCN(Cc3cn[nH]c3C3CCCCC3)C2)c1 (configuration not stated)	-18.9%	0.1	2.5%[57.1 µM]	3.8%[57.1 µM]	1.8	3.8%	nt	-3.6	nt
COc1ccc(Cn2c(C)cc3c(c2=O)C(c2cccs2)C(C#N)=C(N)O3)cc1OC (configuration not stated)	-8.9%	11.2	6.5%	19.1%	0.8	0.0%	-0.5	-4.5	-4.5
CC(C)(C)c1cc(CP(=O)(c2ccccc2)c2ccccc2)cc(C(C)(C)C)c1O	-21.3%	-19.9	-3.0%	9.4%	-0.8	?	-0.2	0.1	-2.5
COc1ccc(C(=O)Nc2ccnn2C2CCN(Cc3ccn[nH]3)CC2)cc1	-24.6%	4.0	4.2%	15.3%	1.0	3.4%	-0.3	-0.8	-15.0
COc1cccc(CN2CCN(C(=O)c3ccc(-c4ccccc4)cc3)CC2)c1OC	?	-24.9	-3.1%	-10.1%	-0.8	8.0%	-1.5	-0.5	8.1

Brought forward from above: 3 entries, then new ones.
SMILES	USP1-UAF1 inh	TRHR enhancer	TrxR1 substrate	TrxR1 inh	TRHR agonist	mIDH1 inhibitor	D2 ag	PI4K2A block	D2 antagonist
CC(C)(C)c1cc(CP(=O)(c2ccccc2)c2ccccc2)cc(C(C)(C)C)c1O	-21.3%	-19.9	-3.0%	9.4%	-0.8	?	-0.2	0.1	-2.5
COc1ccc(C(=O)Nc2ccnn2C2CCN(Cc3ccn[nH]3)CC2)cc1	-24.6%	4.0	4.2%	15.3%	1.0	3.4%	-0.3	-0.8	-15.0
COc1cccc(CN2CCN(C(=O)c3ccc(-c4ccccc4)cc3)CC2)c1OC	?	-24.9	-3.1%	-10.1%	-0.8	8.0%	-1.5	-0.5	8.1
Cc1c(S(=O)(=O)N2CCN(C(=O)c3ccco3)CC2)c(=O)n(C)c(=O)n1C	-3.4%	2.5	10.9%	3.1%[57.1 µM]	0.3	-14.5%	-0.2	1.9	0.2
CCOC(=O)C(C)(C)N(Cc1cccc(C)c1)S(=O)(=O)c1ccc(Cl)c([N+](=O)[O-])c1	-16.2%	0.1	-3.4%	-16.5%	-0.2	3.7%	0.0	0.3	-0.1
CCOC(=O)c1cc(-c2ccccc2)sc1NC(=O)CC(C)C	-18.4%	-2.0	-2.3%	-1.7%	0.9	6.9%	-0.8	0.3	-8.2
Cc1cccc(C)c1C(=NCCN(C)C)c1ccccc1	-9.2%	nt	15.6%[57.1 µM]	19.3%[11.4 µM]	nt	6.9%	nt	-0.6	nt
Cc1cccc(C)c1OCC(=O)Nc1nc(-c2ccc(Br)cc2)ns1	-4.0%	-4.6	-1.5%	7.0%	-0.3	-5.1%	2.6	0.3	nt
CCn1c(=O)c2sccc2n2c(CCCC(=O)N3CCN(c4cc(Cl)ccc4C)CC3)nnc12	-25.0%	-3.4	5.9%	11.3%	0.0	-5.1%	nt	-1.2	nt
Cc1cccc(N2CCN(C(=O)c3cc4c(=O)n(C)c5ccccc5c4s3)CC2)c1C	-6.8%	1.1	4.3%	11.0%	0.7	-2.0%	-0.2	-0.9	nt
COC(=O)c1ccc(CSc2nc3c([nH]c4ccccc43)c(=O)n2-c2ccc(OC)cc2)o1	-10.4%	0.8	1.2%[57.1 µM]	19.1%[57.1 µM]	0.7	-7.4%	-0.6	4.0	nt
Cc1cc(C)c(NC(=O)C2CC(=O)N(Cc3ccccc3)C2)c(C)c1 (configuration not stated)	-8.1%	-7.1	9.5%	20.6%[57.1 µM]	-0.3	0.0%	2.0	1.5	-4.6
CCOC(=O)c1sc(NC(=O)c2ccc3nc[nH]c3c2)nc1C	-24.8%	4.7	10.1%	9.6%	0.1	9.8%	0.0	-5.4	-30.7
CCN(CC)CCNC(=O)c1cc(-c2ccc(Br)s2)nc2ccccc12	-18.3%&8.1%	-5.2&1.9	17.1%&11.4%	4.1%&-1.5%	2.5&1.5	8.2%&-1.3%	0.9&1.3	-1.8&-3.7	-29.1
CC(c1ccccc1)n1c(CCCO)nc2ccccc21 (configuration not stated)	-7.2%	-8.7	-0.6%	22.6%	-0.5	-0.4%	nt	-7.3	nt
CCOC(=O)N1CCN(C(=O)c2ccc3c(=O)n(CCc4ccccc4)c(=O)[nH]c3c2)CC1	-17.2%	-1.0	2.9%	9.9%	-0.6	0.0%	-0.8	-4.2	-5.0
CCCCN(CCCC)CCCNC(=O)C12CN(Cc3ccccc3)CC1C(c1cccc([N+](=O)[O-])c1)=NO2 (configuration not stated)	?	6.8	-6.9%	-6.9%	0.1	-5.6%[38.3 µM]	0.7	5.2	-29.7
Cc1ccc(/C=N\NC(=O)c2cncc(Br)c2)o1	-3.3%	4.3	-16.1%	-13.7%	0.5	0.0%	-0.9	1.6	17.1
Cc1ccc(S(=O)(=O)N2CCOCC2)cc1NC(=O)COC(=O)/C=C/c1ccco1	-7.9%	nt	-13.5%	-9.4%	nt	-6.4%	nt	-3.8	nt
Cc1ccc(NC(=O)Cc2ccsc2)cc1S(=O)(=O)N1CCOCC1	-5.8%	nt	-13.9%	-16.1%	nt	0.0%	nt	-0.7	nt
CCC(=O)Nc1cc2nn(-c3ccccc3)nc2cc1Cl	-7.1%	-2.2	13.7%	11.8%	-1.7	8.7%	-1.3	-2.3	-2.7
O=S1(=O)CCN2C=C(Br)C=C(Br)C2=N1	-7.2%	-1.7	62.2%[activator]	-15.5%	0.7	2.9%	-2.0	1.3	-11.2
COc1cccc(CN2CC(C(=O)N(C)Cc3nc4ccc(F)cc4[nH]3)CCC2=O)c1 (configuration not stated)	-23.1%	-2.1	6.5%	13.6%	-1.0	-1.4%	-1.7	6.3	8.1
COc1cccc(/C=C2\SC(=O)N(CC(=O)NCCCn3ccnc3)C2=O)c1	-7.8%	-0.9	-5.7%	12.0%	-0.1	2.1%	-0.8	-2.2	25.6
